Screens (PubChem BioAssay)
PAFAH2 FP inh: inhibitors of human PAFAH2 | Q99487 | recombinant PAFAH2, FP-rhodamine activity probe, fluorescence polarization | inhibition, % at 3.39 µM | 0.99% of 340,000 active;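 active = inhibition above the mean over all tested compounds plus 3 SD, cut at about 30% in these data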;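 also: inhibitors block probe labeling of enzyme so polarization drops; 0% = enzyme with DMSO and 100% = wells lacking PAFAH2 protein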
* marks the source's active call; other numbers are inactive results. This is a subset; rates above refer to the full screens.

PAFAH2 FP inh,canonical_smiles
18.2,COc1ccccc1N(C(=O)CNS(=O)(=O)c1ccccc1)C(C(=O)NCc1ccco1)C(C)C (stereo unspecified)
-2.5,CCCCCCCCNCCS(=O)(=O)NCc1ccccc1OC
17.0,CCOc1ccc2[nH]c(=O)c(CN(Cc3ccco3)C(=O)c3ccc(Br)cc3)cc2c1
0.1,CCCCn1c(N)c(N(CC(C)C)C(=O)c2cc3ccccc3cc2OC)c(=O)[nH]c1=O
-1.7,CC(C)N1CCC(=O)NC1=O
1.0,Cc1ccc(CN(C)C(=O)c2cccc(S(=O)(=O)N3CCN(c4ccccc4)CC3)c2)cc1
-4.7,Cc1cn(CC(=O)NCC(c2ccccc2)c2ccccc2)c(=O)[nH]c1=O
1.2,Cc1nn(-c2ccccc2)c2sc(C(=O)N(CC(=O)NC3CCCC3)Cc3ccco3)cc12
-8.2,Cc1ccc(CNCCCn2cnc3c(OCc4ccccc4)ncnc32)o1
8.2,O=C(COC(=O)c1ccco1)Nc1ccc(N2CCOCC2)cc1
0.8,Cc1nc(N)sc1-c1ccccc1
2.1,O=C1CN(C(=O)c2ccc(Cl)c([N+](=O)[O-])c2)c2ccccc2N1
1.3,COc1ccccc1NS(=O)(=O)c1ccc2c(c1)OCCO2
-3.1,Cc1ccc(SCC(=O)NC(=O)NC2CCCC2)c(C)c1
-0.6,Cc1cccc(C)c1NC(=O)C(C)Sc1nnc(C)n1CC1CCCO1 (stereo unspecified)
6.5,O=C(NCc1ccco1)c1c[nH]c2ccc(S(=O)(=O)N3CCOCC3)cc2c1=O
-8.4,CC(Oc1ccc(Br)cc1)C(=O)Nc1ccc(S(=O)(=O)NC2=NCCCCC2)cc1 (stereo unspecified)
-4.9,C(=NN1CCCCCC1)c1ccc2c(c1)OCO2
-5.3,CN(CCc1ccccc1)C(=O)c1ccc(NC(=O)Cc2ccc(NC(=O)C3CCCN(C(=O)C4CCC4)C3)cc2)cc1 (stereo unspecified)
-5.8,COCCNC(=S)NN=C1CCCCCC1
-4.1,CCCCCCCCCCCCCCCC(O)C[N+](C)(C)CCO (stereo unspecified)
-4.0,S=c1nn[nH]c2ccccc12
21.8,Cc1ccc(O)c(N=Cc2cc(Cc3ccccc3)cc([N+](=O)[O-])c2O)c1
-4.7,CCOCc1cc(=O)[nH]c(SC)n1

Molecules above containing a nitro group on carbon, in the order listed:
PAFAH2 FP inh,canonical_smiles
2.1,O=C1CN(C(=O)c2ccc(Cl)c([N+](=O)[O-])c2)c2ccccc2N1
21.8,Cc1ccc(O)c(N=Cc2cc(Cc3ccccc3)cc([N+](=O)[O-])c2O)c1

Next part.
PAFAH2 FP inh,canonical_smiles
-3.8,Cn1nc(C(=O)NNC(=O)c2ccccc2Br)c2ccccc2c1=O
-1.3,O=C1NCCN(CC2CCN(CCC3CCCC3)CC2)C1=O
-3.5,CNc1nc(N)c([N+](=O)[O-])c(NC2CCCCC2)n1
2.1,O=C(NCC(c1ccccc1Cl)N1CCCC1)c1ccc(N2CCCC2=O)cc1 (stereo unspecified)
8.9,N=C1C(c2nc3ccccc3s2)=C(O)CN1NC(=O)c1ccc([N+](=O)[O-])cc1
12.0,N#Cc1c(-c2ccc(Cl)cc2)n(O)c2ccccc12
-0.5,O=c1oc2c(CN3CCCCC3)c(O)ccc2cc1-c1nc2ccccc2[nH]1
4.4,COC(=O)Nc1ccc2c(c1)N(C(=O)CCCl)c1ccccc1S2
1.1,Cc1ccc(NS(=O)(=O)c2ccc3c(c2)oc(=O)n3C)c(C)c1
2.0,Cc1ccc(NC(=O)Nc2ccc3c(c2)CCC3)c(C)c1
-2.2,CC(=O)NC(CC(C)C)C(=O)O (stereo unspecified)
-4.3,CCCSc1ncnc2[nH]ncc12
-7.9,CCOC(=O)Nc1ccc2c(c1)Cc1cc([N+](=O)[O-])ccc1-2
-6.7,O=C(Cc1ccon1)c1ccc(O)cc1O
0.8,CCOc1ccc(S(=O)(=O)NCc2cccnc2)cc1NC(=O)c1ccccc1
-4.7,COc1ccc(Oc2c(OC)cc([N+](=O)[O-])c3ncccc23)cc1
0.5,O=C(NC(CSC(=O)c1ccccc1)C(=O)O)OCc1ccccc1 (stereo unspecified)
-8.3,C/C(=N\NC(=O)c1ccc(O)cc1)c1ccc(NC(=O)Cc2ccccc2)cc1
1.7,Cn1c(C(=O)N2CCCC2)cc2c(=O)n(C)c3ccccc3c21
9.2,CN(C)CCNC(=O)c1cccc2nc3c(ccc4ccccc43)nc12
0.4,Cc1cccc(Nc2nc(N)nc(N)c2N=O)c1
0.5,COc1ccc(-n2c(C)nn(CC3CC3)c2=O)cc1
18.7,CC(CCc1ccccc1)NC(=O)[C@@H]1Cc2ccccc2CN1 (stereo partly specified)
0.0,O=C(NCc1ccccc1)c1ccc(NC(=O)C2CCC2)cc1
0.5,COc1cccc(C(=O)N(C)CC(=O)Nc2ccc(F)c(F)c2F)c1
4.4,O=C(NNS(=O)(=O)c1ccc([N+](=O)[O-])cc1)c1ccc2ccccc2c1O
1.9,CN1C(=O)N(CC(=O)N2CCN(c3ncccn3)CC2)C(=O)C12CCCCC2
-9.6,CCN(C(=O)CSc1nnc(NCCOC)s1)c1c(N)n(Cc2ccccc2)c(=O)[nH]c1=O
1.9,CN(C(=O)c1cccc(NC(=O)Cc2cccc(NC(=O)C3CCN(C(=O)c4ccccc4)CC3)c2)c1)C1CC1
2.1,Nc1ccc(C(=O)N/N=C/c2cn(Cc3ccc(F)cc3)c3ccccc23)cc1
7.3,COc1ccc(S(=O)(=O)N2CCCCC2)cc1NC(=O)c1ccc(OC)c(OC)c1
-78.4,O=C1/C(=C\c2cc(Cl)c(O)c(Cl)c2)SC(=S)N1Cc1ccccc1
2.3,O=C1CCCCC1Nc1ccc(Br)cc1 (stereo unspecified)
-10.9,CCOc1ccc(CCN2C(=S)N([C@@H](CC(C)C)CN3CCCC3CN3C(=S)NC[C@@H]3Cc3ccc(O)cc3)C[C@@H]2CC(C)C)cc1 (stereo partly specified)
7.1,O=C(CCN1C(=O)C2C3CCC(C3)C2C1=O)Nc1ccc(F)cc1 (stereo unspecified)
5.2,CC(=O)Nc1cccc(C(=O)OCN2C(=O)c3ccccc3C2=O)c1
2.5,COCC(C)n1c(C)cc(C(=O)COc2ccc(N(C)S(=O)(=O)c3ccc(NC(C)=O)cc3)cc2)c1C (stereo unspecified)
0.3,CC(C)OC(=O)C(C)Nc1n[nH]c(=S)[nH]c1=O (stereo unspecified)
-0.8,COc1ccc(/C=N/N=C(\N)c2nonc2N)cc1
3.1,CSc1ccc(C(=O)C2CCCN(C(=O)CN3CCOC3=O)C2)cc1 (stereo unspecified)
30.5*,O=C1NN(c2ccccc2)C(=O)/C1=C\c1ccc(-c2cc([N+](=O)[O-])ccc2O)o1
1.5,COc1nc(=O)n(C2OC(CO)C(O)C2O)cc1C (stereo unspecified)
-5.2,c1cc(CNCCN2CCNCC2)ccn1
5.6,Cn1c(=O)c2[nH]c(SCCN3CCOCC3)nc2n(C)c1=S
-4.2,O=c1cn[nH]c2ccc(Br)cc12
3.6,COc1ccc(O)c(/C=C(\C#N)C(=O)Nc2ccccn2)c1
8.5,COc1ccc2oc(C(=O)OCC(=O)NCc3ccc(OC)c(OC)c3)c(C)c2c1
11.4,Fc1ccc(-c2nnc(-c3ccc4ccccc4c3)o2)cc1
2.3,COc1cccc(CNC(=O)c2cccc(S(=O)(=O)N3CCN(Cc4ccccc4)CC3)c2)c1
3.1,Clc1ccc(CSc2ncnc3c2ncn3C2CCCCO2)cc1 (stereo unspecified)
5.7,CC(OC(=O)CNC(=O)c1ccccc1)C(=O)Nc1ccc(S(=O)(=O)N2CCOCC2)cc1 (stereo unspecified)
-0.4,CN(C)S(=O)(=O)c1cccc(NC(=S)Nc2cccc3cnccc23)c1
0.4,O=C(Cc1cccc(NC(=O)C2CCCN(C(=O)c3ccccc3)C2)c1)Nc1cccc(C(=O)N2CCOCC2)c1 (stereo unspecified)
2.9,CCOc1ccc(S(=O)(=O)N2CCN(C(=O)c3oc4ccc(OC)cc4c3C)CC2)cc1
-2.0,CC(C)N(Cc1nc(-c2ccc(Cl)cc2)no1)C(=O)CCCN1C(=O)c2ccccc2C1=O
0.7,CCCCc1ccccc1NC(=S)NC1CCCC1

(further entries)
PAFAH2 FP inh,canonical_smiles
-0.2,COC(C[C@H](O)C[C@@H](O)[C@H](C)OCc1ccccc1)OC
-0.9,COc1ccccc1NC(=O)Nc1ccc(C)cn1
-3.7,N=C1/C(=C\c2ccc(OC(=O)c3ccco3)cc2)C(=O)N=C2SC=NN12
-0.4,CCC(C)c1ccc(OCC(=O)Nc2ccc(CN3CCOCC3)cc2)cc1 (stereo unspecified)
-189.7,CN1\C(=C/C=C/C=C/C=[N+](C)C)C(C)(C)c2ccccc21
-4.4,Cn1cnc2c(cnn2C)c1=N
3.5,COC1OC2COC(c3ccccc3)OC2C2OC12 (stereo unspecified)
18.9,CCOC(=O)N1CCc2cc(OC)c(OC)c3c2c1cc1cc(OC)c(OC)cc13
-5.1,COc1ccccc1NS(=O)(=O)c1cccc(C(=O)NCC2(N3CCCCC3)CCCCC2)c1
4.2,CCCCN(C(=O)C1CCCC1)c1c(N)n(CCC)c(=O)[nH]c1=O
-3.6,CC1CN(S(=O)(=O)c2cccc(C(=O)Nc3ccc(S(=O)(=O)Nc4ncccn4)cc3)c2)CC(C)O1 (stereo unspecified)
6.2,CC(=O)NCCC(=O)NCC1(N(C)Cc2ccccc2)Cc2ccccc2C1
11.4,COc1ccc(N(CC(=O)N/N=C/c2cccnc2)S(=O)(=O)c2ccc(C)cc2)cc1OC
4.1,CCOC(=O)c1nn(C)c2[nH]c(=O)n(C)c(=O)c12
-1.5,CCCCn1c(N)c(N(CCOC)C(=O)CN2C(=O)NC3(CC(C)CC(C)(C)C3)C2=O)c(=O)[nH]c1=O (stereo unspecified)
-8.3,CC(C)C[C@H]1CN([C@@H](CC(C)C)CN2CCCC2CN2C(=S)NC[C@@H]2Cc2ccc(O)cc2)C(=S)N1CCc1ccccc1 (stereo partly specified)
-2.3,Cc1nnc(SCC(=O)Nc2ccc3c(c2)OCO3)s1
-0.4,COCCNC(=S)NNC(=O)c1cc(C2CC2)nc2ccccc12
-7.7,C/C(=N/NS(=O)(=O)c1cccc([N+](=O)[O-])c1)c1ccc2c(c1)OCO2
-57.5,CCN(CC)c1ccc(/C=C2\CCC(/C=C(\C#N)C(=O)Nc3ccccc3F)=C2N2CCOCC2)cc1
-11.2,CC(C)S(=O)(=O)C1=NSC2=NC(=O)/C(=C\c3ccc(-c4cccc(C(=O)O)c4)o3)C(=N)N21
1.2,CC(=O)Nc1ccc(S(=O)(=O)NC(C)C(=O)NCC(c2ccco2)N(C)C)cc1 (stereo unspecified)
7.5,C[C@@H](N)C(=O)N[C@H]1CCC2C3CC=C4C[C@@H](O)CC[C@]4(C)C3CC[C@@]21C (stereo partly specified)
2.2,O=C(O)c1cccc2c1-c1ccc(Cl)cc1C2=O
3.0,Cc1ccc(C(=O)NCC(=O)N(C)Cc2cccc(F)c2)s1
-0.2,CCOC(=O)N1CCN(C(=O)COc2ccc3ccccc3c2Br)CC1
-5.2,Cn1c(O)c(C=Nc2ccc(N3CCOCC3)cc2)c(=O)n(C)c1=S
3.7,CCN(c1ccccc1)S(=O)(=O)c1cccc(C(=O)N(C)CC(=O)Nc2ccc(F)c(F)c2F)c1
-0.1,CCCn1c(N)c(C(=S)NC(=O)C2CC2)c(=O)n(C)c1=O
-11.9,N#CCC(=O)Nc1ccc(C(=O)OCC(=O)Nc2sc3c(c2C#N)CCCC3)cc1
8.1,CC(=NNc1ccc2ccccc2n1)c1ccccc1O
6.7,O=C(OCC(O)C(O)C(O)C(SCc1ccccc1)SCc1ccccc1)c1ccccc1 (stereo unspecified)

The final 2 records of the part before lead into the next.
PAFAH2 FP inh,canonical_smiles
8.1,CC(=NNc1ccc2ccccc2n1)c1ccccc1O
6.7,O=C(OCC(O)C(O)C(O)C(SCc1ccccc1)SCc1ccccc1)c1ccccc1 (stereo unspecified)
4.7,COc1ccc(-n2nc(C)c3c(=O)c4c([nH]c32)CCCC4)cc1
3.3,Cc1cc(C)c(S(=O)(=O)NCc2csc(C)n2)c(C)c1
-0.7,Cc1ccc2c(c1)CC1(CN2C)C(=O)OC(C)(C)OC1=O
22.5,Cc1ccc(OCC(=O)N/N=C2\CC(=O)CC(C)(C)C2)c(Br)c1
-6.7,CC(=O)OC1CCC2C3CCc4cc(O)ccc4C3CCC12C (stereo unspecified)
-1.4,Cc1ccc(S(=O)(=O)N2CCCCC2)cc1NC(=O)c1cnccn1
11.2,O=C1/C(=C/c2ccncc2)CCC/C1=C\c1ccncc1
-4.3,CCOc1ccccc1NC(=O)/C(C#N)=C/c1cccnc1

7 entries out of the list above, arranged by the value under PAFAH2 FP inh, descending:
SMILES,PAFAH2 FP inh
Cc1ccc(OCC(=O)N/N=C2\CC(=O)CC(C)(C)C2)c(Br)c1,22.5
O=C1/C(=C/c2ccncc2)CCC/C1=C\c1ccncc1,11.2
COc1ccc(-n2nc(C)c3c(=O)c4c([nH]c32)CCCC4)cc1,4.7
Cc1cc(C)c(S(=O)(=O)NCc2csc(C)n2)c(C)c1,3.3
Cc1ccc2c(c1)CC1(CN2C)C(=O)OC(C)(C)OC1=O,-0.7
Cc1ccc(S(=O)(=O)N2CCCCC2)cc1NC(=O)c1cnccn1,-1.4
CC(=O)OC1CCC2C3CCc4cc(O)ccc4C3CCC12C (stereo unspecified),-6.7

(more compounds)
PAFAH2 FP inh,canonical_smiles
5.0,COc1ccc(C(=O)N2N=C(c3ccccc3)CC2(O)C(F)(F)F)cc1 (stereo unspecified)
2.2,CCCCCc1ccc(OCCOCCn2c[n+](C)c3ccccc32)c(CCCCC)c1
2.9,COc1cc(C2c3cc4c(cc3OC(N3CCCC3)C2C)OCO4)cc(OC)c1O (stereo unspecified)
-1.6,FC(F)(F)c1nc(=S)c2ccccc2[nH]1
-0.2,Cc1cc2ncc(-c3cccs3)nc2cc1C
-1.4,COc1ccc2cc(C3=CCCC3(C)C(=O)O)ccc2c1 (stereo unspecified)
